GSK3B inh = human GSK3beta kinase inhibitors, primary screen, biochemical, cell-free homogeneous, HTS. GST-GSK3beta kinase, ADP-Glo luminescence, 60 min; hits give low values. activity score (negative = inhibition), % at 10 µM. Glycogen synthase kinase-3 beta (Homo sapiens), P49841. actives 0.038% (n = 300,000). AID 2097, 2009;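 active = more than half of replicate wells score below -50%, meaning over 50% inhibition versus plate controls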;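 also: 0% = median DMSO wells and -100% = median GW8510 positive control wells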
Target sequence (P49841 whole entry, looked up): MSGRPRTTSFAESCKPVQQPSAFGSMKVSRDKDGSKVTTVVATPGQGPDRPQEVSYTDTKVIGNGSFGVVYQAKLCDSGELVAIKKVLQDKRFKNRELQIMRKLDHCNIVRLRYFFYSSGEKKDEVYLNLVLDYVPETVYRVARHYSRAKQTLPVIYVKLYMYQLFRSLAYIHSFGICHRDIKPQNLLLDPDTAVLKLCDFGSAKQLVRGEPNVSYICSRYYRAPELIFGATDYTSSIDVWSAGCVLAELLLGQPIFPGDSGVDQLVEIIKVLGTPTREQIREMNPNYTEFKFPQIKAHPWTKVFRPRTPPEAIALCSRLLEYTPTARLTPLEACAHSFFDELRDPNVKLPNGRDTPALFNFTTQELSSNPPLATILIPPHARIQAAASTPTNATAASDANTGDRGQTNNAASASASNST
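test system = GST-tagged human GSK3beta kinase, cell-free | reagent = 25 µM ATP with peptide substrate | dosing = one dose of 10 µM per compound | schedule = 60 min reaction, RT | detection = luminescent ADP-Glo measurement of ADP formed | control set = DMSO neutral wells and GW8510 at 20 µM as positive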
HSF1 inhib = HSF1 inhibitors in luciferase reporter cells, primary screen, cell-based, NIH3T3, luminescence. AID 2098, 2009. activity change, negative = inhibition, % at 7.5 µM (by protocol). NIH3T3-HGL HSE-luciferase, MG132-induced, luminescence 8 h; hits give low values. actives 0.77% (n = 300,000);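 active = more than half of replicate wells show activity change below -50%, luminescence cut by over half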;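 also: luciferase reports HSF-1 transcriptional activity via heat shock element; 0% = median of DMSO wells and -100% = zero luminescence signal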
IEC-6 cytotox = cytotoxicity in IEC-6 intestinal epithelial cells, primary screen, cytotoxicity control for KLF5 inhibitor project, cell-based, luminescence; actives 0.78% (n = 290,000); IEC-6 cytotoxicity, luminescence viability; AID 1825, 2009; inhibition, % at 5 µM; in the data active = inhibition above about 22%;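 also: 0% = plate median of test compound wells and 100% = cytotoxic reference compound wells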
HSP90 inh = HSP90 inhibitors, primary screen, cell lysate, luminescence; Rabbit reticulocyte lysate, luciferase refolding luminescence, 3 h; inhibition, % at 5.6 µM; actives 0.91% (n = 290,000); AID 1789, 2009;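 active = inhibition above the screen-wide mean plus 3 SD, computed separately per campaign, cut at about 16% in these data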;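 also: 0% = DMSO wells and 100% = 60 µM geldanamycin wells; inhibitors lower the luminescence because luciferase stays unfolded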
AI-2 QS modul = Vibrio harveyi AI-2 quorum sensing modulators, primary screen, JMH597 strain, luminescence/OD600 ratio; Vibrio harveyi JMH597 AI-2 luminescence/OD600 ratio, 9 h; hits give low values; strain lacks LuxN and CqsS sensors; 0 = neutral-control median; activity change, % at 7.5 µM; actives 0.4% (n = 300,000); in the data active = activity change below about -75%, passing the limit was not always enough;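 also: luminescence divided by OD600 gain over 9 h not by final OD600 alone; inactives centre near 13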
HSF-1 act = HSF-1 activators, primary screen, NIH3T3-HGL cells, MG132 stress, luminescence, single point. activation, % at 9 µM. NIH3T3-HGL HSF-1 luciferase reporter, 8 h; 100% = twice DMSO control signal. actives 1.7% (n = 300,000);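 active = mean replicate activation of at least 50% with a set share of replicates each reaching 50%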;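 also: 0% = median of the neutral control wells and 100% = twice that signal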
GSK3A inh = blockers of GSK3A enzyme activity – biochemical, luminescence, cell-free homogeneous, HTS, primary screen; Glycogen synthase kinase-3 alpha (Homo sapiens), P49840; GSK-3 alpha kinase, ADP-Glo luminescence, 60 min; inhibition, % at 10 µM; actives 0.1% (n = 320,000); AID 2650, 2010;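 in the data active = inhibition above about 50%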;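 also: GST-tagged GSK-3 alpha with peptide substrate and 25 µM ATP; 0% = DMSO neutral wells and 100% = GW8510 positive control wells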
Target sequence (P49840 whole entry, looked up): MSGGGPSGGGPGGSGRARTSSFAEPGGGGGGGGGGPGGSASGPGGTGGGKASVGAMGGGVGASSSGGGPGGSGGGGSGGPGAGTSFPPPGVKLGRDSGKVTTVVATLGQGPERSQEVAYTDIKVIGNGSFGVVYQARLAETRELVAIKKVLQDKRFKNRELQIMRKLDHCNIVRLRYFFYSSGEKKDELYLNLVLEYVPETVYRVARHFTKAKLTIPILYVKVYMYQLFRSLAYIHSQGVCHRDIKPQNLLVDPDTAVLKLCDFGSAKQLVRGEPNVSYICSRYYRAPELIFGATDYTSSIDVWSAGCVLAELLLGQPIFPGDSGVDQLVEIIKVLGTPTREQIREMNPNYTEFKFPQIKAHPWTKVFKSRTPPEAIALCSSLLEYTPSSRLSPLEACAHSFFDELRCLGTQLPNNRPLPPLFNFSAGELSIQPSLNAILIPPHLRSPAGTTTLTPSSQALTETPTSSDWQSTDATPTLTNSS
PolyA inh = polyadenylation inhibitors in yeast reporter cells, primary screen, luminescence, S. cerevisiae. S. cerevisiae SKY197-pL101 polyadenylation reporter, beta-gal luminescence; efflux-impaired pdr1/pdr3 knockout yeast; score 100 = 6 SD above DMSO. calls only at 12 µM. actives 0.02% (n = 300,000). AID 1875, 2009;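 active = lowest replicate activity score at least 50, where 100 means six control SD above control mean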;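 also: yeast exposed to compound for 9 h at 30 °C; higher score means more reporter readthrough which indicates perturbed polyadenylation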
KLF5 inhibitor = KLF5 expression inhibitors, primary screen, DLD-1 cells, luminescence. actives 0.23% (n = 290,000). DLD-1 KLF5 promoter-luciferase reporter. inhibition, % at 5 µM. AID 1700, 2009;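 active = inhibition above a per-plate limit of that plate's mean compound inhibition plus 3 SD, cut at about 60% in these data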;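 also: 0% = DMSO wells and 100% = LY294002 at 200 µM; higher means less KLF5 promoter-driven luciferase light; inactives centre near -14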
aSyn 5UTR inh = MLPCN primary screen, SNCA 5' untranslated region | actives 0.82% (n = 300,000) | AID 1813, 2009 | inhibition, % (tested at 7.5 µM) | alpha-synuclein 5'UTR reporter, inhibitor activity; in the data active = inhibition above about 60%;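 also: H4 neuroglioblastoma cells stably carrying SNCA 5'UTR luciferase fusion; 0% = DMSO wells and 100% = positive control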
* = called active by the depositor. Not all compounds are listed; count on the stated rates, not on these rows.

C/C(=N\NC(=O)c1cccc(S(=O)(=O)N2CCOCC2)c1)c1ccc(C#N)cc1 was read as GSK3B inh -0.2, HSF1 inhib -0.4, IEC-6 cytotox -7.7, HSP90 inh -0.5, AI-2 QS modul 8.3, HSF-1 act 3.6, GSK3A inh -4.4, PolyA inh inactive, KLF5 inhibitor -37.5 and aSyn 5UTR inh 6.3.
CCCCCCCCN1[C@@H](CC(C)=O)c2cc(C(F)(F)F)ccc2S1(=O)=O was read as GSK3B inh 2.9, HSF1 inhib 4.6, AI-2 QS modul -20.1, HSF-1 act 21.3, GSK3A inh -2.1, PolyA inh inactive and aSyn 5UTR inh 22.3.
O=C1c2ccccc2C(=Nc2ccccc2)C1c1cccc(Br)c1 (centres undefined) was read as GSK3B inh 1.4, HSF1 inhib 6.1, IEC-6 cytotox -7.5, HSP90 inh -0.8, AI-2 QS modul 29.2, HSF-1 act 4.9, GSK3A inh 1.4, PolyA inh inactive, KLF5 inhibitor 17.6 and aSyn 5UTR inh -48.1.
COc1cccc(NC(=O)N2CCN(S(C)(=O)=O)CC2)c1 was read as GSK3B inh 3.5, HSF1 inhib 6.6, IEC-6 cytotox 4.5, HSP90 inh 0.3, AI-2 QS modul 13.5, HSF-1 act 6.5, GSK3A inh -6.5, PolyA inh inactive, KLF5 inhibitor -20.0 and aSyn 5UTR inh -23.3.
COc1ccc(C)cc1NC(=O)c1cc2c(CO)cnc(C)c2oc1=N was read as GSK3B inh -2.5, HSF1 inhib -9.7, IEC-6 cytotox 4.6, HSP90 inh -1.2, AI-2 QS modul 6.8, HSF-1 act -2.0, GSK3A inh -2.9, PolyA inh inactive, KLF5 inhibitor 13.1 and aSyn 5UTR inh 9.3.
For CCN(CC(=O)NCCc1ccc(S(N)(=O)=O)cc1)Cc1nc2cc(OC)c(OC)cc2c(=O)[nH]1 the results were GSK3B inh -2.4, HSF1 inhib -0.6, IEC-6 cytotox -14.7, HSP90 inh 1.6, AI-2 QS modul 3.1, HSF-1 act -8.5, PolyA inh inactive, KLF5 inhibitor -12.4 and aSyn 5UTR inh -33.7.
`O=C(c1ccc(Cl)cc1Cl)N1CCc2ccccc21` gave HSF1 inhib -2.3, IEC-6 cytotox -0.4, HSP90 inh 2.2, HSF-1 act 14.3, GSK3A inh -2.6, PolyA inh inactive, KLF5 inhibitor -27.4 and aSyn 5UTR inh 13.2.
Screening O=C(CC(n1cncn1)C(Cl)(Cl)Cl)c1ccc([N+](=O)[O-])cc1 (centres undefined) returned GSK3B inh -1.6, HSF1 inhib 5.5, IEC-6 cytotox -1.5, HSP90 inh -0.8, AI-2 QS modul 28.9, HSF-1 act 2.5, GSK3A inh -0.2, PolyA inh inactive, KLF5 inhibitor -17.5 and aSyn 5UTR inh -25.6.
COC(=O)c1ccsc1NC(=O)c1ccc(Cl)s1 was read as GSK3B inh 2.3, HSF1 inhib 0.7, AI-2 QS modul 18.3, HSF-1 act -2.8, GSK3A inh -0.3, PolyA inh inactive and aSyn 5UTR inh -31.2.
`Cc1cc(Cl)c(S(=O)(=O)Nc2ccc3c(c2)OCO3)cc1OCC(=O)NC1CCCCC1` gave GSK3B inh -1.3, HSF1 inhib 2.7, IEC-6 cytotox -8.8, HSP90 inh 2.2, AI-2 QS modul 21.8, HSF-1 act 15.8, GSK3A inh -3.0, PolyA inh inactive, KLF5 inhibitor -2.4 and aSyn 5UTR inh 5.9.
For OCCC1CN(Cc2cccc3c2OCO3)CCN1C1CCCCC1 (centres undefined) the results were GSK3B inh -3.3, HSF1 inhib -5.0, IEC-6 cytotox 4.5, HSP90 inh 0.4, AI-2 QS modul 13.2, HSF-1 act -6.0, GSK3A inh -2.1, PolyA inh inactive, KLF5 inhibitor -0.4 and aSyn 5UTR inh 13.2.
Screening COc1ccc(NC(=O)CN(C)C2CCCCC2)cc1Cl returned GSK3B inh -5.0, HSF1 inhib -6.1, IEC-6 cytotox -7.3, HSP90 inh -0.2, AI-2 QS modul 2.6, HSF-1 act -6.4, GSK3A inh -1.7, PolyA inh inactive, KLF5 inhibitor 22.8 and aSyn 5UTR inh -3.6.
O=C(Nc1ccc(F)c([N+](=O)[O-])c1)C(=O)c1c(O)[nH]c2ccccc12 was read as GSK3B inh -2.3, HSF1 inhib -2.3, IEC-6 cytotox 7.6, HSP90 inh -1.7, AI-2 QS modul 7.4, HSF-1 act -7.1, GSK3A inh 0.9, PolyA inh inactive, KLF5 inhibitor -26.6 and aSyn 5UTR inh -39.2.
Screening CCOc1ccc(CNC(=O)C2Cc3cc(S(=O)(=O)N4CCCCC4)ccc3N2C(C)=O)cc1 (centres undefined) returned GSK3B inh 1.1, HSF1 inhib 10.7, IEC-6 cytotox -2.1, HSP90 inh 1.1, AI-2 QS modul 29.4, HSF-1 act 10.0, GSK3A inh -3.2, PolyA inh inactive, KLF5 inhibitor -19.9 and aSyn 5UTR inh 27.8.
`CCc1nnc(NC(=O)CSc2ncnc3c2oc2ccccc23)s1` gave GSK3B inh 2.8, HSF1 inhib 2.7, IEC-6 cytotox -3.4, HSP90 inh -1.4, AI-2 QS modul -3.8, HSF-1 act -2.3, GSK3A inh -3.9, PolyA inh inactive, KLF5 inhibitor -17.1 and aSyn 5UTR inh -13.7.
`CCn1c(-c2ccc(-c3ccccc3)cc2)c[nH]c1=S` gave GSK3B inh 0.1, HSF1 inhib -6.1, IEC-6 cytotox -6.5, HSP90 inh 5.1, AI-2 QS modul 11.2, HSF-1 act 24.4, GSK3A inh 16.3, PolyA inh inactive, KLF5 inhibitor -67.8 and aSyn 5UTR inh -65.1.
`O=C(c1ccccc1)c1ccc2cc(O)ccc2c1` gave GSK3B inh -6.9, HSF1 inhib 21.5, IEC-6 cytotox 12.8, HSP90 inh -3.9, AI-2 QS modul -6.0, HSF-1 act 27.3, GSK3A inh 7.8, PolyA inh inactive, KLF5 inhibitor -153.5 and aSyn 5UTR inh -231.0.
`COC(=O)[C@@H]1C[C@@]2(O)[C@H](O)[C@H](O)[C@H](O)C[C@H]2N1Cc1cc(OC)cc(OC)c1` gave GSK3B inh 0.2, HSF1 inhib -5.2, AI-2 QS modul 6.6, HSF-1 act -19.6, GSK3A inh -0.2, PolyA inh inactive and aSyn 5UTR inh 7.7.
CC(=O)C1=C(O)C(=O)N(c2ccc(S(=O)(=O)Nc3nccs3)cc2)C1c1ccc(F)cc1 (centres undefined) was read as GSK3B inh 3.7, HSF1 inhib -7.1, IEC-6 cytotox -1.7, HSP90 inh 1.0, AI-2 QS modul 2.4, HSF-1 act 6.6, GSK3A inh -2.4, PolyA inh inactive, KLF5 inhibitor -1.4 and aSyn 5UTR inh -2.3.
`Cc1nn(-c2ccccc2)c(C)c1NC(=O)c1cccs1` gave GSK3B inh 0.7, HSF1 inhib -11.4, IEC-6 cytotox 1.5, HSP90 inh 0.6, AI-2 QS modul 37.4, HSF-1 act 3.7, GSK3A inh -1.0, PolyA inh inactive, KLF5 inhibitor -26.1 and aSyn 5UTR inh 26.5.

Overlap with the part before: two compounds, then new ones.
CC(=O)C1=C(O)C(=O)N(c2ccc(S(=O)(=O)Nc3nccs3)cc2)C1c1ccc(F)cc1 (centres undefined) was read as GSK3B inh 3.7, HSF1 inhib -7.1, IEC-6 cytotox -1.7, HSP90 inh 1.0, AI-2 QS modul 2.4, HSF-1 act 6.6, GSK3A inh -2.4, PolyA inh inactive, KLF5 inhibitor -1.4 and aSyn 5UTR inh -2.3.
`Cc1nn(-c2ccccc2)c(C)c1NC(=O)c1cccs1` gave GSK3B inh 0.7, HSF1 inhib -11.4, IEC-6 cytotox 1.5, HSP90 inh 0.6, AI-2 QS modul 37.4, HSF-1 act 3.7, GSK3A inh -1.0, PolyA inh inactive, KLF5 inhibitor -26.1 and aSyn 5UTR inh 26.5.
For COc1ccc(NC(=O)CCNS(=O)(=O)c2cccc(C(C)=O)c2)cc1S(N)(=O)=O the results were GSK3B inh -1.7, HSF1 inhib -2.6, IEC-6 cytotox -1.8, HSP90 inh -2.0, AI-2 QS modul 1.1, HSF-1 act -3.9, GSK3A inh 0.6, PolyA inh inactive, KLF5 inhibitor -0.2 and aSyn 5UTR inh 3.4.
NC(=O)CCN1CCN(Cc2nc(C(c3ccccc3)c3ccccc3)no2)CC1 was read as GSK3B inh -3.5, HSF1 inhib -3.7, IEC-6 cytotox -5.4, HSP90 inh -0.5, AI-2 QS modul 6.7, HSF-1 act 10.5, GSK3A inh -1.0, PolyA inh inactive, KLF5 inhibitor -12.5 and aSyn 5UTR inh -5.5.
For O=C1NC(=NCc2ccccc2)S/C1=C/c1ccc(O)cc1 the results were GSK3B inh -64.8*, HSF1 inhib 3.5, IEC-6 cytotox 6.5, HSP90 inh -2.5, AI-2 QS modul 6.3, HSF-1 act 8.6, GSK3A inh 47.9, PolyA inh inactive, KLF5 inhibitor -42.1 and aSyn 5UTR inh 3.4.
CCc1nc2sc(C(=O)O)c(N)c2c2c1CCCC2 was read as GSK3B inh 2.5, HSF1 inhib -3.8, IEC-6 cytotox 5.7, HSP90 inh 2.5, AI-2 QS modul 13.2, HSF-1 act -4.5, GSK3A inh -4.7, PolyA inh inactive, KLF5 inhibitor 15.1 and aSyn 5UTR inh -6.4.
Cc1ccc(S(=O)(=O)Nc2cc(C)on2)cc1 was read as HSF1 inhib 6.4, IEC-6 cytotox -5.5, HSP90 inh -2.8, HSF-1 act 10.6, GSK3A inh 3.4, PolyA inh inactive, KLF5 inhibitor -14.7 and aSyn 5UTR inh -0.8.
CNC(=S)NNC(=O)c1cccs1 was read as GSK3B inh -0.2, HSF1 inhib -1.8, IEC-6 cytotox -5.7, HSP90 inh -0.3, AI-2 QS modul -13.8, HSF-1 act -11.0, GSK3A inh 0.3, PolyA inh inactive, KLF5 inhibitor -1.0 and aSyn 5UTR inh 18.8.
`O=C(c1ccc2c(c1)OCCO2)N(c1ccccn1)C1CCCCC1` gave GSK3B inh 1.0, HSF1 inhib -4.6, IEC-6 cytotox -0.2, HSP90 inh -1.1, AI-2 QS modul -14.1, HSF-1 act -8.5, GSK3A inh -0.2, PolyA inh inactive, KLF5 inhibitor -13.9 and aSyn 5UTR inh 5.8.
Cc1nnc(N/N=C/c2c[nH]c3ccccc23)[nH]c1=O was read as GSK3B inh 0.3, HSF1 inhib 5.6, IEC-6 cytotox -7.5, HSP90 inh 3.3, AI-2 QS modul 6.1, HSF-1 act 2.8, GSK3A inh -3.1, PolyA inh inactive, KLF5 inhibitor 3.0 and aSyn 5UTR inh 13.2.
